PfHsp40 yeast: restores yeast growth despite PfHsp40 toxicity; S. cerevisiae expressing PfHsp40, growth rescue, ATP luminescence; 340,000 tested, 0.68% active; growth rescue, % at 12.5 µM; in the data active = growth rescue above about 28%, passing the limit was not always enough;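 note: yeast W303a lacking pdr1 and pdr3 grown in galactose medium; growth measured after three days at 30 °C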
UGM FP inh: blocks M. tuberculosis UGM enzyme; P9WIQ1; purified UGM, fluorescence polarization probe displacement; inhibition, % at 10 µM; 320,000 tested, 0.06% active; in the data active = inhibition above about 10%, passing the limit was not always enough
Target sequence (P9WIQ1 whole entry, looked up): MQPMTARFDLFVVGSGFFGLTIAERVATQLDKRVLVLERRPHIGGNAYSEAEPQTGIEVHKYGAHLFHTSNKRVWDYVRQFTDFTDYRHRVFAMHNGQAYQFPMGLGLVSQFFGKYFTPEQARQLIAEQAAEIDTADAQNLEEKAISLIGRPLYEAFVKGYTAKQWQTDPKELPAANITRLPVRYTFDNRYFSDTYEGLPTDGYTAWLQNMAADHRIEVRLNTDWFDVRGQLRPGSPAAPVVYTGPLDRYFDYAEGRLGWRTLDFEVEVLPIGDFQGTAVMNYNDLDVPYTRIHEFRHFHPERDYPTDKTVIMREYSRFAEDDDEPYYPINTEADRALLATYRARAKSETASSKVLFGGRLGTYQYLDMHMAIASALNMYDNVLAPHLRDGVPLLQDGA
Mtb FBA inh: inhibitors of M. tuberculosis fructose-bisphosphate aldolase; 360,000 tested, 2.3% active; inhibition, % at 1 µM; purified M. tuberculosis FBA, fluorescence read-out; in the data active = inhibition above about 27%;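 note: 0% = vehicle and 100% = reference inhibitor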
Target sequence (P9WQA3 whole entry, looked up): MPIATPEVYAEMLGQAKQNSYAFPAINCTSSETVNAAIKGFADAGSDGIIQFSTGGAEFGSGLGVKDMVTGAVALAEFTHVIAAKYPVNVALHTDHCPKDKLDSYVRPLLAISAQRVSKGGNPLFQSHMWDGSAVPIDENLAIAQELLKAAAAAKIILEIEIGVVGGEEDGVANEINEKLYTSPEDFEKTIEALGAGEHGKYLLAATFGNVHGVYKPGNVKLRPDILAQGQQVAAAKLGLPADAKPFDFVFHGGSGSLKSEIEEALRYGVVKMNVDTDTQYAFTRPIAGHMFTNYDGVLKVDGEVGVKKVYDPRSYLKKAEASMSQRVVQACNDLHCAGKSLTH
TcdB inh: blocks C. difficile toxin B glycohydrolase activity; P18177; TcdB glycohydrolase enzymatic assay, plate reader; 350,000 tested, 0.24% active; inhibition, % at 9.99 µM; AID 652162; in the data active = inhibition above about 10%
Y pestis TopoI: blocks Yersinia pestis topoisomerase I activity; Y. pestis Topo-I cleavage product accumulation, plate reader; activity, % at 10 µM; 360,000 tested, 0.064% active; AID 504884; in the data active = activity above about 50%, passing the limit was not always enough; note: inactives centre near 2
BH1578 lux ind: quorum light induction in luxS cqsA deficient V. cholerae. AID 588436. V. cholerae BH1578 lux reporter, luminescence, 6 h. 350,000 tested, 0.16% active. activation, % at 18.7 µM; in the data active = activation mostly above about 9.7%, no sharp cut-off; note: not every result past the cut was called active; inactives centre near 0; reference of the scale not given here
GDH-TPI inh: GDH-TPI coupled enzyme inhibition counter-screen. GDH-TPI coupled enzyme counterscreen, NADH absorbance. 360,000 tested, 1.2% active. inhibition, % at 4.8 µM; in the data active = inhibition above about 30%;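 note: 0% = DMSO wells and 100% = wells lacking the enzyme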
FadD28 binding: M. tuberculosis FadD28 bisubstrate binding inhibition | FadD28 bisubstrate probe binding, fluorescence polarization | inhibition, % at 12.5 µM | AID 588549 | 360,000 tested, 0.22% active; in the data active = inhibition above about 8.5%, passing the limit was not always enough
BioA inh: inhibitors of Mycobacterium tuberculosis BioA enzyme. AID 602481. inhibition, % at 9.99 µM. purified M. tuberculosis BioA enzyme, plate reader. 360,000 tested, 0.096% active; in the data active = inhibition above about 40%
An asterisk follows results filed as active; i = inactive; . = not tested or not shown; & = joins results of further samples.

Short forms: A = PfHsp40 yeast; B = UGM FP inh; C = Mtb FBA inh; D = TcdB inh; E = Y pestis TopoI; F = BH1578 lux ind; G = GDH-TPI inh; H = FadD28 binding; I = BioA inh
COc1ccc(C(C)(NC(C)=O)c2nc(-c3ccc(S(C)(=O)=O)cc3)cs2)cc1 (stereo unspecified)
  A = .	B = .	C = 3	D = 0.9	E = 6	F = i	G = 9	H = -0.6	I = 4.1
O=S(=O)(c1cccc2c(S(=O)(=O)N3CCCC3)cccc12)N1CCCC1
  A = 0.5	B = -0.4	C = 1	D = .	E = 24	F = i	G = -5	H = -0.4	I = .
Cc1ccc(C(=O)CN2C(=O)NC3(CCc4ccccc43)C2=O)c(C)c1 (stereo unspecified)
  A = -0.4	B = 0.6	C = 1	D = 1.2	E = -4	F = -1.8	G = 0	H = -17	I = .
COc1ccc(S(=O)(=O)N2CCC(NC(=O)c3cccc(F)c3)CC2)cc1
  A = -1.1	B = -2.6	C = 1	D = -0.2	E = 3	F = i	G = 2	H = -2.6	I = 0.0
CCn1cc(C(=O)O)c(=O)c2cc(F)c(N3CCN(C(=S)NC(=O)c4ccccc4Br)CC3)cc21
  A = 0.5	B = -1.5	C = 0	D = 10*	E = 7	F = -1.4	G = 7	H = -2.0	I = 0.5
CN1CCN(S(=O)(=O)c2ccc(NC(=S)NC(=O)C3CCC3)cc2)CC1
  A = -2.6	B = -1.8	C = -1	D = .	E = -5	F = -0.3	G = 6	H = -2.3	I = .
CCN(CC)S(=O)(=O)c1ccc(OCCNS(C)(=O)=O)cc1
  A = 0.8	B = 0.2	C = 11	D = 0.6	E = 3	F = 1.2	G = 2	H = -0.3	I = .
Cc1ccc2c(CSc3nnc4ccccn34)cc(=O)oc2c1C
  A = -1.2	B = -1.8	C = 0	D = 0.7	E = 2	F = -0.3	G = 7	H = -1.2	I = -0.5
CCCN1CCC(=O)N([C@H](CSc2ccccc2)Cc2ccccc2)CC1
  A = -0.3	B = 2.8	C = -1	D = 0.3	E = 19	F = -3.7	G = -4	H = -0.7	I = -1.1
Cc1ccc2c(c1)C(c1ccncc1)=NNC(c1cccnc1)=N2
  A = 0.1	B = 2.5	C = 0	D = .	E = -4	F = -0.9	G = -2	H = -4.5	I = 40
COC(=O)[C@H](CCSC)NC(=O)NCc1ccc(S(N)(=O)=O)cc1
  A = -0.7	B = -0.3	C = 1	D = .	E = 0	F = i	G = -2	H = -0.9	I = -0.9
N#CCCN1C(=O)C2(OCCO2)c2ccccc21
  A = 1.0	B = 0.1	C = 2	D = -0.4	E = 3	F = -0.3	G = -6	H = -3.5	I = 0.2
Cc1cc(C(=O)Nc2ccc3c(c2)OCO3)cs1
  A = -0.1	B = 1.5	C = 3	D = 4.3	E = -8	F = -0.2	G = 14	H = -0.8	I = -1.6
CC(C)Cn1c(N)c(C(=O)CSc2ncnc3sc4c(c23)CCCC4)c(=O)n(C)c1=O
  A = 0.4	B = 0.0	C = 0	D = 0.5	E = -5	F = 0.0	G = -4	H = -2.9	I = .
O=C(Nc1cc(Sc2ccccn2)cc([N+](=O)[O-])c1)c1cccc(F)c1
  A = 0.3	B = -3.4	C = -1	D = .	E = -21	F = -0.4	G = -5	H = -10	I = .
COc1ccc(C(=O)N/C(=C/c2cccs2)C(=O)NCCCn2ccnc2)cc1OC
  A = 0.4	B = -0.2	C = 0	D = .	E = 8	F = -0.2	G = 6	H = -3.0	I = 1.8
CCc1c(C)nc(SC/C=C/c2ccccc2)[nH]c1=O
  A = 1.2	B = 3.0	C = -5	D = .	E = -3	F = 2.0	G = 2	H = -4.1	I = -0.7
COc1c(F)c(F)c(C(=O)Nc2ccc3oc(-c4ccncc4)nc3c2)c(F)c1F
  A = 0.0	B = -2.5	C = 10	D = .	E = 0	F = -0.5	G = 11	H = -1.4	I = -3.7
Cc1ccc2c(=O)cc(C(=O)Nc3ccc(S(=O)(=O)Nc4onc(C)c4C)cc3)oc2c1
  A = -0.2	B = -1.2	C = -4	D = -1.9	E = 0	F = -3.9	G = 21	H = 2.6	I = 0.8
COc1ccc(CN2C[C@@H](CO)O[C@@H](n3cnc4c(NCc5cc(OC)c(OC)c(OC)c5)ncnc43)C2)cc1
  A = .	B = .	C = 0	D = 1.8	E = 21	F = -0.3	G = 8	H = -2.7	I = 0.7
CCOC(=O)C1CCN(C(=O)/C(=C/c2ccccc2)NC(=O)c2ccccc2)CC1
  A = -1.0	B = -0.3	C = -2	D = 2.0	E = 7	F = -0.3	G = 2	H = -2.8	I = -0.1
NS(=O)(=O)c1ccc(CCNC(=O)C2CCN(S(=O)(=O)c3c(Cl)cccc3Cl)CC2)cc1
  A = -2.1	B = -3.2	C = 0	D = -0.3	E = 5	F = -0.4	G = -5	H = -2.9	I = -1.1
CC(C)CN(C(=O)CSc1nc2ccccc2o1)c1c(N)n(Cc2ccccc2)c(=O)[nH]c1=O
  A = -0.2	B = -2.2	C = 4	D = 0.5	E = 11	F = -1.8	G = 9	H = -1.0	I = -1.0
COC(=O)c1sccc1NC(=O)COc1ccc(Cl)cc1Cl
  A = -1.1	B = -2.5	C = 1	D = .	E = 0	F = -2.0	G = 6	H = -1.8	I = .
COc1ccc(CN(C)C[C@@H]2OCCCC[C@H](C)Oc3ccc(NC(=O)Nc4ccc(F)cc4)cc3C(=O)N([C@H](C)CO)C[C@H]2C)cc1
  A = .	B = .	C = -1	D = 0.7&-1.8	E = -7	F = i	G = -5	H = -10.0	I = 0.7&-0.2
CC1(C(=O)NCc2cccnc2)CCN1C(=O)Cc1cccs1 (stereo unspecified)
  A = .	B = .	C = -3	D = -0.1	E = -1	F = -0.3	G = -1	H = -2.5	I = -1.6
Cc1ccc(C2CC(=O)NC(SCc3ccccc3)=C2C#N)o1 (stereo unspecified)
  A = -1.4	B = 3.2	C = -2	D = 1.1	E = 7	F = 1.6	G = 5	H = -2.0	I = 1.4
O=C(CSc1ccc2ccccc2c1)Nc1nc2ccccc2[nH]1
  A = 0.1	B = -2.8	C = 2	D = 0.9	E = 0	F = 1.4	G = 0	H = 4.0	I = .
Cc1ccc2nc(CSc3nc(C)ccc3C#N)[nH]c2c1
  A = 1.9	B = -0.3	C = 22	D = 1.6	E = 1	F = -0.5	G = 27	H = -1.8	I = -1.4
CCN1CCN(CCNC(=O)c2ccc3c(c2)N(Cc2ccc(F)cc2)C(=O)/C(=C/c2ccccc2)S3)CC1
  A = -1.2	B = 3.9	C = 0	D = 5.6	E = -42	F = -2.4	G = 8	H = -32	I = -3.1
CC1Cc2ccccc2N1C(=O)Cn1cc([N+](=O)[O-])ccc1=O (stereo unspecified)
  A = -0.1	B = -2.0	C = -1	D = 0.2	E = -6	F = i	G = 18	H = -1.8	I = .
CNc1ccc(-c2cccc([N+](=O)[O-])c2)cn1
  A = .	B = .	C = 0	D = -0.2	E = -4	F = -0.4	G = 10	H = -0.1	I = 1.8
COCc1[nH]nc2c1C(c1ccccc1F)C(C#N)=C(N)O2 (stereo unspecified)
  A = -0.9	B = 2.8	C = 0	D = .	E = -4	F = -0.1	G = 6	H = -1.9	I = -1.5
COC(=O)C1=C(C)Nc2ccc(C)cc2S1
  A = -2.3	B = 0.1	C = -1	D = 1.2	E = -16	F = -0.4	G = 10	H = 1.4	I = -4.5
CC1(NC(=O)Nc2ccccc2)CCS(=O)(=O)C1 (stereo unspecified)
  A = .	B = -0.4	C = 2	D = 0.7	E = 4	F = i	G = 9	H = -2.3	I = 0.7
O=C(CNC(=O)c1cccs1)c1ccc([N+](=O)[O-])cc1
  A = -0.3	B = -0.3	C = -1	D = .	E = -9	F = i	G = 0	H = -3.6	I = 0.1
Cc1cc(C)cc(N(C(=O)c2csnn2)C(C(=O)NC2CCCCC2)c2ccncc2)c1 (stereo unspecified)
  A = 0.7	B = -2.0	C = 1	D = 1.1	E = -1	F = -1.5	G = -5	H = -0.4	I = 0.1
CC(C)Cc1nnc(NC(=O)CCC(=O)N2CCN(Cc3ccc(F)cc3)CC2)s1
  A = -2.3	B = 1.1	C = 1	D = 2.9	E = 34	F = -0.3	G = -2	H = -1.4	I = -1.3
CC1=NN(C(N)=S)C(=O)C1N=Nc1ccccc1Cl (stereo unspecified)
  A = 2.1	B = 1.1	C = -5	D = 0.9	E = 0	F = i	G = 7	H = 0.3	I = 1.1
COc1ccc(S(=O)(=O)N(CC(=O)NC2CCCC2)c2ccccc2OC)cc1
  A = -0.4	B = 3.6	C = -3	D = 2.3	E = 16	F = -0.5	G = 0	H = -3.1	I = 0.7
COc1ccc(C(=S)N2CCOCC2)cc1OC(=O)c1ccc(C)cc1
  A = 1.3	B = 0.2	C = 0	D = -0.2	E = 32	F = -0.3	G = -5	H = -5.7	I = -0.7
COc1ccc(CN(C)C(=O)c2cc(S(=O)(=O)N3CCOCC3)ccc2N2CCCC2)cc1
  A = 0.2	B = -2.0	C = 2	D = 1.2	E = 34	F = -0.7	G = 8	H = -2.5	I = 0.9
O=S1(=O)CCO[C@H]2Cc3ccccc3[C@H]2N1Cc1ccc(F)cc1
  A = -0.9	B = 1.9	C = 0	D = 1.1	E = -11	F = -0.3	G = 5	H = -1.0	I = -1.8
CCCOC(=O)c1ccc(NS(=O)(=O)c2cccs2)cc1
  A = 5.8	B = 6.0	C = 3	D = .	E = 6	F = i	G = 5	H = -0.4	I = -0.1
Cc1ccc(OCc2cc(C(=O)NCc3cnn(-c4cccc(F)c4)c3)no2)cn1
  A = 0.6	B = 1.3	C = 1	D = 2.7	E = 13	F = 1.5	G = -4	H = -2.3	I = 2.8
CCOc1ccc(C2CC(c3c(O)n(C)c(=O)n(C)c3=O)=NN2)cc1 (stereo unspecified)
  A = 1.4	B = -1.9	C = -3	D = -3.7	E = 2	F = -1.0	G = -16	H = -3.2	I = 0.4
CCNC(=O)C1(C)CCN(C(=O)c2cccs2)C1 (stereo unspecified)
  A = .	B = .	C = -2	D = .	E = 3	F = i	G = -7	H = -3.6	I = 0.5
CCOC(=O)C1(Cc2cccc(OC)c2)CCN(Cc2cc(OC)ccc2OC)CC1
  A = -0.7	B = -0.2	C = -8	D = 1.6	E = 4	F = i	G = -1	H = -3.8	I = .
Cc1ccc2c(c1)N(CC(=O)N1CCCc3ccccc31)C(=O)C(C)O2 (stereo unspecified)
  A = 0.3	B = 1.3	C = 0	D = -9.5	E = -4	F = i	G = 3	H = 2.3	I = -5.0
COc1ccc(NC(=O)CN2c3cccc4cccc(c34)S2(=O)=O)cc1OC
  A = .	B = .	C = 1	D = -0.6	E = 12	F = -0.2	G = 4	H = 0.2	I = 0.0

Individual results from the list.
Under Mtb FBA inh, CCCOC(=O)c1ccc(NS(=O)(=O)c2cccs2)cc1 is entered as 3
Under BH1578 lux ind, Cc1ccc2c(CSc3nnc4ccccn34)cc(=O)oc2c1C is entered as -0.3
Under FadD28 binding, Cc1ccc2c(c1)N(CC(=O)N1CCCc3ccccc31)C(=O)C(C)O2 (stereo unspecified) is entered as 2.3
Under BioA inh, CCN1CCN(CCNC(=O)c2ccc3c(c2)N(Cc2ccc(F)cc2)C(=O)/C(=C/c2ccccc2)S3)CC1 is entered as -3.1

Single records, from the list above. Values in the order: PfHsp40 yeast, UGM FP inh, Mtb FBA inh, TcdB inh, Y pestis TopoI, BH1578 lux ind, GDH-TPI inh, FadD28 binding, BioA inh
CCOC(=O)C1(Cc2cccc(OC)c2)CCN(Cc2cc(OC)ccc2OC)CC1 is listed as -0.7, -0.2, -8, 1.6, 4, i, -1, -3.8, .
NS(=O)(=O)c1ccc(CCNC(=O)C2CCN(S(=O)(=O)c3c(Cl)cccc3Cl)CC2)cc1 is listed as -2.1, -3.2, 0, -0.3, 5, -0.4, -5, -2.9, -1.1

Continuation:
Short forms: A = PfHsp40 yeast; B = UGM FP inh; C = Mtb FBA inh; D = TcdB inh; E = Y pestis TopoI; F = BH1578 lux ind; G = GDH-TPI inh; H = FadD28 binding; I = BioA inh
CCOC(=O)c1cccc(NC(=O)c2ccc(-n3cnnn3)cc2)c1
  A = -0.7	B = -1.0	C = -1	D = -0.5	E = 8	F = i	G = 12	H = 0.3	I = -1.6
COc1ccc(OC(C)C(=O)N(C)Cc2nc(-c3ccc(C)cc3)no2)cc1 (stereo unspecified)
  A = -0.5	B = -2.0	C = 0	D = 1.2	E = 16	F = -4.4	G = 3	H = -4.3	I = 1.3
Cc1onc(-c2c(F)cccc2Cl)c1C(=O)ONC(=O)c1ccco1
  A = 0.0	B = 3.8	C = -1	D = 1.8	E = -1	F = i	G = -6	H = 0.2	I = -2.3
Cc1nn2c(=O)c(NC(=O)c3ccc(F)cc3)cnc2s1
  A = -1.4	B = -1.1	C = 3	D = .	E = 0	F = -25	G = 13	H = -0.1	I = 0.2

Assay outcomes as filed in PubChem BioAssay.
